B2AR arrestin: qHTS assay of beta-arrestin-biased ligands of beta2-adrenergic receptor; Potency, µM (highest dose often 46.1 µM), inactives show top-dose activation, hits mostly activators; Beta-2 adrenergic receptor (Homo sapiens), P07550; beta-arrestin recruitment to beta2AR, cell-based reporter; 330,000 compounds, 0.02% hits;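 note: potency is the fitted concentration of half-maximal effect; 0% = DMSO controls and full agonism = EC100 isoproterenol or metaproterenol; nearly all actives have a fitted effect of over 65% in size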
USP2a inh: qHTS Assay for Inhibitors of Ubiquitin-specific Protease USP2a Using CHOP2 as the Reporter; Ubiquitin carboxyl-terminal hydrolase 2 (Homo sapiens), O75604; 330,000 compounds, 0.01% hits; USP2 core, Ub-CHOP2 coupled fluorogenic reporter, 485/531; Potency, µM (series often up to 38.3 µM), without a hit: top-dose activity change, negative = inhibition, actives largely listed as inhibitors;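 note: potency is the fitted concentration of half-maximal effect; plate controls were DMSO wells for no effect and full inhibition by NEM control for full effect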
Target sequence (O75604 whole entry, looked up): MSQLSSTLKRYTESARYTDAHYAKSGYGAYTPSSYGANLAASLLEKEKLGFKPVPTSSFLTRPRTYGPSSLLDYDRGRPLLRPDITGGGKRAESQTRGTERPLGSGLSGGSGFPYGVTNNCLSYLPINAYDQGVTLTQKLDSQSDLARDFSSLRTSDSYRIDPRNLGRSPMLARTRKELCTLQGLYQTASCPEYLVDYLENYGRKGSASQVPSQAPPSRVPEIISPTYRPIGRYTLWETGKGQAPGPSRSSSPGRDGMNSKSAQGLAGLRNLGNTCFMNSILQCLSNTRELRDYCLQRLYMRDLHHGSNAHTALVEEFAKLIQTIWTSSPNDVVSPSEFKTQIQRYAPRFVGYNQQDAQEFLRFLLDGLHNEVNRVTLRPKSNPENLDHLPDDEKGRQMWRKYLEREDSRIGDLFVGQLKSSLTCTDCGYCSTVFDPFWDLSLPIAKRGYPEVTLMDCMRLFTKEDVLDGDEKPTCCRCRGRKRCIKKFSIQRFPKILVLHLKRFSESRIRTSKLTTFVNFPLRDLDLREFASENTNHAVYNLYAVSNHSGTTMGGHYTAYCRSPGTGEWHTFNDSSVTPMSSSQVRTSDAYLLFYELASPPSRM
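Deubiquitinase activity read as fluorescence (485/531 nm) after Ub-CHOP2 cleavage activates the enterokinase reporter on its substrate; USP2 core 10nM, Ub-CHOP2 and substrate 25nM each, 30min compound preincubation then 60min RT; data normalized to NEM, curves fitted.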
ELG1 genotox: qHTS screen for small molecules that induce genotoxicity in human embryonic kidney (HEK293T) cells expressing luciferase-tagged ELG1 | 330,000 compounds, 1.3% hits | HEK293T ELG1-luciferase reporter, luminescence, 16 h | Potency, µM (highest dose often 46 µM), inactives show at the top dose activity change, positive = activation, hits mostly activators; note: potency is the fitted concentration of half-maximal effect; % of control where 0% means no effect; nearly all actives have a fitted effect of over 60% in size
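DMSO vehicle served as control against compound-treated ELG1-luciferase HEK293T cells; exposure lasted 16 hr at 37 °C and 5% CO2, followed by ONE-Glo luminescence detection after 30 min.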
uPA surface inh: qHTS for Inhibitors of Cell Surface uPA Generation; Potency, µM (titrated, usually from 38.3 µM), for the others: top-dose activity change, negative = inhibition, hits mostly inhibitors; 330,000 compounds, 0.31% hits; cell surface uPA generation assay, qHTS; active = well fitted inhibition curve with a large enough effect; inconclusive = small, poorly fitted or top-dose-only effect; inactive = no such curve, though single readings can be large or run the other way; tested in mouse RAW 264.7 cells; note: potency is the fitted concentration of half-maximal effect; % is set by controls: 0 for no effect and ±100 for the full control effect; nearly all actives have a fitted effect of over 55% in size
p53 reactivator: qHTS assay for re-activators of p53 using a Luc reporter; H1299 p53-A138V BP100-luciferase reporter, luminescence, 24 h; Potency, µM (top dose mostly 92.2 µM), for the others: at the highest dose activity change, positive = activation, usual class: activators; 320,000 compounds, 0.063% hits; note: potency is the fitted concentration of half-maximal effect; % of control where 0% means no effect; nearly all actives have a fitted effect of over 45% in size
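p53-null H1299 cells stably carrying temperature-sensitive p53-A138V and a BP100-luciferase reporter were pinned with compounds (4-point, 1:5 series) and held 24 hrs at 37 deg C. Luminescence was read 10 min after detection reagent.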
ASM inhibitor: Inhibitors of Secretory Acid Sphingomyelinase (S-ASM): qHTS | placental ASM, HMU-PC fluorogenic substrate, 60 min | Sphingomyelin phosphodiesterase (Homo sapiens), P17405 | 340,000 compounds, 0.006% hits | Potency, µM (titrated, usually from 57.5 µM), without a hit: at the top dose activity change, negative = inhibition, actives largely listed as inhibitors; note: potency is the fitted concentration of half-maximal effect
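HMU-PC0 cleavage (9 uM final) by human placental ASM, 60 min at 37 °C following 10 min compound exposure at RT; stopped at pH 10, fluorescence Ex 386/Em 447 nm.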
BRCA1 expr act: qHTS Assay to Identify Small Molecule Activators of BRCA1 Expression; MCF7-BRCA1-FFLuc reporter, luminescence, 48 h; response scale: scaled: vehicle 0%, 10 µM genistein 100%; Potency, µM (series often up to 46.1 µM), inactives show at the highest dose activation, most hits filed as activators; 380,000 compounds, 1.1% hits; AID 624202, 2012; note: potency is the fitted concentration of half-maximal effect; nearly all actives have a fitted effect of over 80% in size; some results filed as inactive show a strong effect at the top dose
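Quantitative HTS in MCF7 cells stably reporting BRCA1 expression via firefly luciferase. Compound treatment lasts 48 h at 37 °C in phenol-red free MEM. Activation is expressed relative to genistein at 10 microM and DMSO.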
Integrin act MD: qHTS for Activators of Integrin-Mediated Alleviation for Muscular Dystrophy; alpha7betagal myoblasts, beta-gal FDG fluorescence, 48 h; Potency, µM (top dose mostly 38.3 µM), for the others: at the top dose activation, usual class: activators; 350,000 compounds, 0.064% hits;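 note: potency is the fitted concentration of half-maximal effect; 100% = response of the positive control SU9516; nearly all actives have a fitted effect of over 60% in size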
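alpha7betagal+/- myoblasts (passage 13, 250/well) treated 48 h at 37C with compounds at 1:260 dilution of DMSO stock. Lysed, then beta-galactosidase activity read as FDG fluorescence (ex 480/em 540) after 30 min, with pre-read for autofluorescence.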
Eya2 inh: qHTS Assay for Inhibitors of the Phosphatase Activity of Eya2; recombinant Eya2, OMFP fluorescence dephosphorylation (OMFP is methylfluorescein phosphate); Potency, µM (top dose mostly 76.9 µM), for the others: top-dose activity, negative = inhibition, most hits filed as inhibitors; 330,000 compounds, 0.006% hits; AID 488837, 2010; note: potency is the fitted concentration of half-maximal effect; % is set by controls: 0 for no effect and ±100 for the full control effect
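Eya2 protein (added as 0.2 uM solution) was preincubated with compound for 10 min at ambient temperature in 50 mM HEPES pH 7.5, 50 mM NaCl, 5 uM MgCl2, 0.05% BSA, 1 mM DTT. OMFP (added at 50 uM) then reacted 10 min; fluorescence read at 485/525 nm.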
TRPV1 ag: HTS Assay for Compounds that Act as Agonists of the Vanilloid Receptor 1; TRPV1-expressing cells, Fluo-8 calcium influx, agonist mode; activation, % at 8.33 µM; 320,000 compounds, 0.19% hits; AID 540275, 2011; in the data active = activation above about 80%; inconclusive = between about 30% and that limit; note: 0% is about no effect
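Cells expressing TRPV1 were dye-loaded with Fluo-8 and read kinetically: 10 s baseline, 3 min after compound (agonist portion), then 2 min after EC20 capsaicin (allosteric enhancer portion). Calcium-bound dye fluorescence at 480/520 nm.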
PTAP TSG101 blk: qHTS Assay for Iinhibitors of HIV-1 Budding by Blocking the Interaction of PTAP/TSG101 | 340,000 tested, under 10 active | Fluorescence polarization, FITC-PTAP peptide / Tsg101 binding | Potency, µM (highest dose often 115 µM), for inactives: at the highest dose activity change, negative = inhibition, usual class: inhibitors | AID 493005, 2010; active = well fitted inhibition curve with a large enough effect in the main read-out, with a control signal flat, not every such curve was filed as active; inconclusive = small, poorly fitted or top-dose-only effect, or effect the other way, or a change in a side signal; inactive = no such curve, though single readings can be large or run the other way; note: potency is the fitted concentration of half-maximal effect; % of control where 0% means no effect
Target sequence (Q99816 whole entry, looked up): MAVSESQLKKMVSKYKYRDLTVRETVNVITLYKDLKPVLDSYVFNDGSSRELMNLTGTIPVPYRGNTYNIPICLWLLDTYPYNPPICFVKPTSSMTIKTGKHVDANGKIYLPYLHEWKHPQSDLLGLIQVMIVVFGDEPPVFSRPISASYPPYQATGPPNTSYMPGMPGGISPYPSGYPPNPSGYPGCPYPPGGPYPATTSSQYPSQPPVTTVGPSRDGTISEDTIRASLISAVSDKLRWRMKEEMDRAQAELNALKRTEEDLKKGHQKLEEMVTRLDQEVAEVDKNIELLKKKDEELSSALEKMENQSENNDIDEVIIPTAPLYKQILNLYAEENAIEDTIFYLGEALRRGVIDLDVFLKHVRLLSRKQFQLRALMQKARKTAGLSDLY
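Fluorescence anisotropy tracks displacement of a FITC-tagged PTAP peptide (50 nM) from the Tsg101 binding domain (10 uM), following a 20 min room-temperature incubation at pH 7.5.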
Starred values were filed as active, the others as inactive; ? = inconclusive; · = not tested or not shown; & = joins results of further samples. Unless noted, calls come from the whole dose curve; as a rule, active = well fitted curve in the direction sought with a large enough effect; inconclusive = small, poorly fitted or top-dose-only effect, or another doubt; inactive = no such curve, though single readings can be large; an effect the other way counts as inactive or inconclusive.

1: NC(=O)C1CCN(C(=O)CN(c2cccc(Cl)c2)S(=O)(=O)c2ccccc2)CC1
2: Cc1ccc(Nc2c([N+](=O)[O-])c(=O)oc3ccccc23)cc1
3: C=CCOC(=O)C1=C(C)NC(SCC(N)=O)=C(C#N)C1c1ccc(C)cc1 (centres undefined)
4: CCOC(=O)c1sc(=S)n(Cc2ccccc2)c1C
5: CC1=NN(c2nc(-c3ccccc3)cs2)C(=O)C1

Assay by compound	1	2	3	4	5
B2AR arrestin	-0.4%	0.1%	0.3%	-1.0%	-0.5%
USP2a inh	5%	3%	4%	9%	2%
ELG1 genotox	10%	-11%	2%	-1%	2%
uPA surface inh	-1%	·	?	2%	-1%
p53 reactivator	13%	-1%	-4%	-2%	-4%
ASM inhibitor	4%	-3%	8%	-4%	-6%
BRCA1 expr act	8%	-69%	-15%	7%	-2%
Integrin act MD	7%	?	1%	7%	-17%
Eya2 inh	2%	-15%	-13%	-16%	-5%
TRPV1 ag	-1	10	·	4	3
PTAP TSG101 blk	·	-2%	-6%	-3%	-3%

6: CCN(CC)C(=O)CSc1nnc(-c2ccco2)n1N
7: COc1ccc(S(=O)(=O)NCC(=O)N(CC(=O)NCC2CCCO2)c2ccccc2C)cc1 (centres undefined)
8: O=C(NNc1c(Cl)cc(Cl)cc1Cl)c1n[nH]c(=O)c2ccccc12
9: CCN(CC)CCNC(=O)/C(=C\c1cccn1C)NC(=O)c1cccs1
10: Nc1nc(N)nc(-c2cccc(Cl)c2Cl)n1

Assay by compound	6	7	8	9	10
B2AR arrestin	-0.3%	-0.5%	0.0%	-0.5%	0.2%
USP2a inh	-1%	-1%	1%	1%	2%
ELG1 genotox	0%	0%	?	-1%	7%
uPA surface inh	-1%	-5%	-2%	5%	-2%
p53 reactivator	-8%	6%	2%	-1%	2%
ASM inhibitor	5%	4%	0%	3%	10%
BRCA1 expr act	-6%	-18%	-14%	-5%	3%
Integrin act MD	13%	5%	0%	-8%	3%
Eya2 inh	-7%	0%	-5%	2%	9%
TRPV1 ag	-1	-1	-4	0	-5
PTAP TSG101 blk	-5%	-6%	-2%	-7%	-11%

11: Cc1ccc(/C=C2\SC(=S)N(CCC(=O)NNS(=O)(=O)c3ccccc3)C2=O)cc1
12: CC(=O)c1cccc(NC(=O)C2CC(=O)N(c3cccc(C)c3C)C2)c1 (centres undefined)
13: c1ccc(-c2nc3c4ccccc4ccn3c2CN2CCCCC2)cc1
14: CCCCNC(=O)CN1C(=O)COc2ccc(S(=O)(=O)N3CCCCCC3)cc21
15: CN1CCN(c2ccc(NC(=O)c3cccc(OCc4ccccc4)c3)cc2)CC1

Assay by compound	11	12	13	14	15
B2AR arrestin	0.2%	-0.2%	-0.6%	-0.1%	-0.1%
USP2a inh	4%	3%	-1%	-1%	2%
ELG1 genotox	-3%	-1%	-3%	1%	30%
uPA surface inh	-2%	·	6%	-2%	-8%
p53 reactivator	-2%	-7%	21%	-6%	?
ASM inhibitor	-1%	1%	0%	1%	-11%
BRCA1 expr act	-29%	1%	-31%	-24%&-6%	22%
Integrin act MD	12%	4%	-24%	?	-2%
Eya2 inh	3%	0%	-8%	2%	-4%
TRPV1 ag	1	2	24	1	?
PTAP TSG101 blk	2%	-2%	0%	-6%	-4%

16: O=[N+]([O-])c1ccc(N2CCN(c3ccccc3F)CC2)c(S(=O)(=O)N2CCOCC2)c1
17: CC1CCN(C(=O)CCCOc2cc(=O)n(C)c3ccccc23)CC1
18: COc1ccc(NC(=O)CC(C)(C)C)c([N+](=O)[O-])c1
19: Cc1cc(NC(=O)CSCC(=O)NCc2cccc(C(F)(F)F)c2)no1
20: COC(=O)C1=C(C)C(c2ccc(OC)cc2OC)NC(=O)N1 (centres undefined)

Assay by compound	16	17	18	19	20
B2AR arrestin	0.0%	-0.9%	-0.2%	0.5%	-0.2%
USP2a inh	3%	0%	3%	10%	2%
ELG1 genotox	-3%	18µM*	1%	-11%	5%
uPA surface inh	5%	-5%	·	-17%	0%
p53 reactivator	-7%	10%	22%	2%	2%
ASM inhibitor	-4%	0%	-10%	-2%	1%
BRCA1 expr act	-30%	-61%	15%	-3%	1%
Integrin act MD	-23%	21%	11%	-27%	12%
Eya2 inh	-2%	-13%	12%	14%	14%
TRPV1 ag	0	-5	1	9	-1
PTAP TSG101 blk	-2%	-9%	0%	-5%	-3%

21: COc1ccc(OCCSc2nnc(Cc3cccc4ccccc34)n2N)cc1
22: CCC(C)NC(=O)CSc1ccc(NC(C)=O)cc1 (centres undefined)
23: Cc1cc(C)cc(NC(=O)COC(=O)Cc2ccccc2F)c1
24: COc1ccc(/C=C/C(=O)NCc2cnn(C)c2C)cc1COc1ccc(Br)cc1
25: O=C(Nc1nc2ccccc2[nH]1)c1cccc(Cl)c1

Assay by compound	21	22	23	24	25
B2AR arrestin	-0.6%	-0.2%	0.0%	0.1%	0.5%
USP2a inh	1%	2%	-1%	-2%	-1%
ELG1 genotox	-2%	2%	1%	-4%	16µM*
uPA surface inh	1%	1%	4%	·	?
p53 reactivator	-4%	0%	-4%	-6%	?
ASM inhibitor	-4%	3%	2%	-24%	-8%
BRCA1 expr act	-10%	24%	2%	-41%	?
Integrin act MD	24%	-12%	-6%	-20%	-18%
Eya2 inh	2%	15%	13%	-2%	0%
TRPV1 ag	11	-4	12	16	24
PTAP TSG101 blk	0%	-1%	-2%	-5%	0%

Arranged by formula weight (smallest number first): part of the list above
25: O=C(Nc1nc2ccccc2[nH]1)c1cccc(Cl)c1
20: COC(=O)C1=C(C)C(c2ccc(OC)cc2OC)NC(=O)N1 (centres undefined)
23: Cc1cc(C)cc(NC(=O)COC(=O)Cc2ccccc2F)c1

Assay by compound	25	20	23
B2AR arrestin	0.5%	-0.2%	0.0%
USP2a inh	-1%	2%	-1%
ELG1 genotox	16µM*	5%	1%
uPA surface inh	?	0%	4%
p53 reactivator	?	2%	-4%
ASM inhibitor	-8%	1%	2%
BRCA1 expr act	?	1%	2%
Integrin act MD	-18%	12%	-6%
Eya2 inh	0%	14%	13%
TRPV1 ag	24	-1	12
PTAP TSG101 blk	0%	-3%	-2%

(further entries)
26: CCOc1ccccc1CN1CCN(CC2=Cc3cc(OC)ccc3OC2)CC1CCO (centres undefined)
27: Cc1onc(-c2c(F)cccc2Cl)c1C(=O)N(C)C1CCCCC1
28: Cc1ccc(N=Nc2ccc(O)cc2)c(Br)c1
29: CCCCn1c(N(CCOC(C)=O)C(C)=O)nc2ccccc21
30: Cc1ccc(CN2[C@@H]3c4ccccc4C[C@@H]3OCCS2(=O)=O)cc1
31: CN(C)S(=O)(=O)c1ccc2c(c1)nc(CCC(=O)Nc1ccc(N3CCOCC3)cc1)n2C
32: C[C@H](NC(=O)c1ccccc1Cl)C(=O)OCC(=O)N1CCN(c2ccccc2)CC1
33: Cc1nn(C)c(NC(=O)c2ccc([N+](=O)[O-])cc2)c1Cl

Assay by compound	26	27	28	29	30	31	32	33
B2AR arrestin	-0.8%	-0.6%	-0.9%	-0.4%	0.2%	0.0%	0.1%	-0.1%
USP2a inh	-1%	4%	-2%	0%	3%	2%	4%	6%
ELG1 genotox	-12%	-9%	12µM*	-3%	-2%	4%	1%	-8%
uPA surface inh	-33%	5%	-7%	·	17%	-5%	0%	-5%
p53 reactivator	-4%	0%	23%	-3%	11%	-1%	5%	5%
ASM inhibitor	3%	1%	-12%	0%	-15%	7%	-1%	-2%
BRCA1 expr act	-9%	-29%	?	-1%	0%	5%	-26%	2%
Integrin act MD	-22%	?	-33%	19%	-16%	20%	-9%	37%
Eya2 inh	18%	-10%	-15%	0%	7%	8%	16%	-11%
TRPV1 ag	4	?	3	?	9	-1	-1	5
PTAP TSG101 blk	1%	-6%	-1%	-3%	-2%	-3%	1%	0%

From PubChem BioAssay
